# From PubChem
# PP5 inh = blocks human protein phosphatase 5 activity | P53041 | purified PP5c, OMFP substrate fluorescence | inhibition, % at 6.7 µM | hit rate 0.18% among 320,000 | AID 1987;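 active = inhibition above the campaign's mean inhibition across all tested compounds plus 3 SD, cut at about 9.5% in these data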;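 also: 0% = DMSO only and 100% = 100 µM cantharidin control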
# Target sequence (P53041 whole entry, looked up): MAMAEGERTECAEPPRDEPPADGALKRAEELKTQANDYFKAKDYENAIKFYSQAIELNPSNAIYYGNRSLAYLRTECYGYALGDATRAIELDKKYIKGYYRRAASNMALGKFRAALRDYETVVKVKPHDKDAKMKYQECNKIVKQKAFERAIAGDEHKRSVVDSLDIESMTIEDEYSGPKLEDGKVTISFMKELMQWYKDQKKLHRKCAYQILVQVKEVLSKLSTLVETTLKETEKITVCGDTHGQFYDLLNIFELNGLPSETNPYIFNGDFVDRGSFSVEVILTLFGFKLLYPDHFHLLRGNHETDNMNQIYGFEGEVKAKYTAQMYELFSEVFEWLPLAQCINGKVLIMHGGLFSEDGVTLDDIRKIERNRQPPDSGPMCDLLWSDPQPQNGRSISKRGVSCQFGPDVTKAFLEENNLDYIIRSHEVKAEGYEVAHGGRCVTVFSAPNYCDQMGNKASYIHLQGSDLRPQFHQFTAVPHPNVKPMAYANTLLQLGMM
# proCasp3 act = activates human procaspase-3. P42574. recombinant procaspase-3 D3A, Ac-DEVD-pNA absorbance 405 nm. activation, % at 8.5 µM. hit rate 0.11% among 330,000. AID 463141;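 active = activation above the mean of all tested compounds plus 3 SD, cut at about 21% in these data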;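 also: 0% = DMSO alone and 100% = DMSO wells spiked with extra 5 µM PC-3 D3A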
# Target sequence (P42574 whole entry D9A/D28A/D175A): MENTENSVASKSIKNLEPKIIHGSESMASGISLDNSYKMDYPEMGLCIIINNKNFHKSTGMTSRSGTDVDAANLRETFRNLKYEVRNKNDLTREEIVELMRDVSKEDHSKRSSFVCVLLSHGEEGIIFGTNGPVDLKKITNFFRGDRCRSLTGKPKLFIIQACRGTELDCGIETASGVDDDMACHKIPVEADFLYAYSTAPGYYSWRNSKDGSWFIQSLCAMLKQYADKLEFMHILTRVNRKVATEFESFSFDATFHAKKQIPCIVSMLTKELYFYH
#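 System: Procaspase-3 D3A mutant. Medium: Zinc-free 300 mM NaCl, 50 mM HEPES, 0.01% Triton X-100. Schedule: 1 h preincubation plus 2 h reaction at 25 °C. Measured by: 405 nm absorbance of p-nitroaniline, reads at 0 and 120 min. Read-out: percent activation relative to control range.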
# HCV core dimer = HCV core protein dimerization inhibition | inhibition, % at 5 µM | hit rate 0.33% among 300,000 | TR-FRET GST/Flag-core106 dimerization, 1536-well | AID 1899;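 active = inhibition above the mean of all tested compounds plus 3 SD, set per screening campaign, cut at about 45% in these data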
#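 System – GST-tagged and Flag-tagged HCV core protein residues 1-106 · Repeats – one well for each compound · Technique – TR-FRET 671 and 617 nm emission · Doses – one concentration, 5 µM, in 0.5% DMSO · Times – 4 h, 22.5 °C incubation · Also added – Eu donor and XL665 acceptor anti-tag antibodies · Measure – percent inhibition of core106 dimerization signal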
# PP1 counter = blocks human PP1-alpha phosphatase, a PP5 counter-screen; P62136; purified PP1alpha, OMFP fluorescence; inhibition, % at 6.7 µM; hit rate 0.9% among 320,000;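 active = inhibition above the mean inhibition of all tested compounds plus 3 SD, computed separately for each screening campaign, cut at about 15% in these data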
# Target sequence (P62136 whole entry, looked up): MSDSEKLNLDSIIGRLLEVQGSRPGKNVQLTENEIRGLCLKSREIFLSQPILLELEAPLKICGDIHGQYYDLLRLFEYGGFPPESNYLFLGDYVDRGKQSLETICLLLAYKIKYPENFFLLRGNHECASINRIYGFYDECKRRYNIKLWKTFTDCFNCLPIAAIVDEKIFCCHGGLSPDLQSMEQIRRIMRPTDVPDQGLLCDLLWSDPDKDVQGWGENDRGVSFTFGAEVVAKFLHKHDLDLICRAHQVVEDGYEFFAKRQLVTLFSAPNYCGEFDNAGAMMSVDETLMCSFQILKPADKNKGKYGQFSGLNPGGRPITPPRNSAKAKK
# JMJD2C inh = inhibitors of human GASC-1 (JMJD2C) demethylase. inhibition, % at 2.35 µM. Q9H3R0. hit rate 0.069% among 330,000. GST-JMJD2C(1-420) H3K9me3 demethylation, DELFIA europium. AID 2099;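 active = more than half of a compound's replicate wells show inhibition beyond 50%, single wells judged on their own value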;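 also: signal counts dimethyl H3K9 product captured on neutravidin plate; 0% = median of DMSO wells and 100% = 0.3 times that DMSO median; strong numbers were not always called active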
# proCasp7 act = counter-screen for procaspase-3 activators: activators of human procaspase-7 | P55210 | recombinant procaspase-7, Ac-DEVD-pNA absorbance 405 nm; D23A/D198A/D206A triple mutant, cannot self-cleave; scale: DMSO 0, 5 µM enzyme 100 | activation, % at 8.5 µM | hit rate 0.093% among 330,000 | AID 463210;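 active = percent activation above the screen-wide mean plus 3 SD, cut at about 25% in these data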
#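 Assay system: Uncleavable procaspase-7 mutant enzyme; Input: 2 µM procaspase-7 mutant as dispensed; Also added: DEVD-pNA substrate; Medium: Zinc-free HEPES pH 7.4 with 300 mM NaCl, 0.01% Triton X-100; Timing: 1 h compound preincubation, 2 h substrate cleavage, 25 °C; Measured by: Epi-absorbance of released pNA at 405 nm, two timepoints.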
# GRK2 inh = human GRK2 inhibition via aptamer displacement | inhibition of aptamer binding, % at 10 µM | hit rate 0.59% among 330,000 | AID 488847 | bead flow cytometry, FAM-aptamer displacement from GRK2;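 active = inhibition of aptamer binding above 40%, roughly 3 SD of noise, on plates passing a quality check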;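 also: median bead fluorescence of bound FAM aptamer so fluorescent compounds give negative values; no value below 0 was filed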
# VLA-4 inh = inhibition in a human VLA-4 binding assay. AID 2557. VLA-4 expressing cells, ligand binding flow cytometry. inhibition, % (about 7 µM as worked out from the volumes in the protocol). P13612. hit rate 0.2% among 330,000; in the data active = inhibition above about 50%
# Fh CTSL1 inh = blocks F. hepatica cathepsin L1 in PFM18AAP counter-screen; hit rate 0.49% among 300,000; inhibition, % at 5.96 µM; AID 1906; recombinant F. hepatica cathepsin L1, Z-Leu-Arg-MCA fluorescence;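 active = inhibition above the mean of all tested compounds plus 3 SD, set per screening campaign, cut at about 17% in these data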;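 also: 0% = plate median of test compound wells and 100% = 1 µM Z-Phe-Ala-diazomethylketone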
# * = called active by the depositor; i = inactive; · = not tested or not shown.
# The line under a structure holds: PP5 inh	proCasp3 act	HCV core dimer	PP1 counter	JMJD2C inh	proCasp7 act	GRK2 inh	VLA-4 inh	Fh CTSL1 inh
CCN(CC(=O)Nc1cc(OC)ccc1OC)Cc1nc2ccccc2c(=O)[nH]1
    1.7	-1.3	0.7	0.3	52.4	-1.9	2.0	6.1	-0.4
CCOC(=O)c1cc(C(C)C)sc1NC(=O)COC(=O)CCS(=O)(=O)c1ccccc1
    7.7	2.6	6.8	6.7	-2.6	4.7	0.0	5.5	-55.1
O=C(Nc1cccc(C(=O)O)c1)/C(=C\c1ccc2c(c1)OCO2)NC(=O)c1ccc(Br)cc1
    -1.4	-5.7	8.0	-3.8	-23.7	5.3	2.0	2.8	-1.2
O=S(=O)(c1ccc(F)cc1)N1CCN(Cc2nnc(-c3ccccc3)o2)CC1
    2.0	-2.5	·	-2.4	-0.4	1.2	0.0	24.7	·
Cn1cccc1Cc1nnc(SCC(=O)N2CCOCC2)n1CCc1ccccc1
    0.8	-2.7	-1.1	-0.2	7.1	-8.0	0.0	5.3	0.5
O=C(/C=N/O)NCCCN1CCCCCC1
    0.8	6.0	-3.6	-1.7	12.4	10.1	0.0	2.2	-0.7
N=c1c(C(=O)NCc2ccco2)cc2c(=O)n3ccccc3nc2n1CCc1ccccc1
    1.8	-17.2	52.4*	5.6	-7.0	-8.5	1.0	-14.3	2.3
COC(=O)c1ccc2c(c1)C(=O)/C(=C/c1ccc(C)cc1)O2
    0.4	-7.0	0.0	-5.8	17.6	-9.8	1.0	-11.4	9.4
COc1cc2c(cc1OC)CN(Cc1ccc(C)s1)CC2
    3.2	3.9	0.9	-3.8	7.2	-6.3	3.0	2.2	1.0
CCCn1c(=O)c2ccccc2n2c(Sc3nnnn3-c3ccccc3)nnc12
    -1.2	5.9	8.0	-1.6	-8.2	1.2	3.0	13.1	-0.7
Cc1cc(C)c2nc(NC(=O)[C@@H](NC(=O)c3cccc(S(=O)(=O)N4CCOCC4)c3)C(C)C)sc2c1
    0.6	2.6	17.6	2.2	-4.8	3.8	1.0	33.4	-5.1
CCCOc1ccc(C2NC(=O)NC(c3ccccc3)=C2C(C)=O)cc1OCC (centres undefined)
    3.3	-9.6	-1.8	3.0	4.9	2.7	6.0	10.6	0.4
CCCc1nc(SCC(=O)NC2CC2)c2c(C)c(C)sc2n1
    3.0	-0.4	9.0	-0.8	-2.9	1.9	0.0	-9.5	1.0
O=C(COC(=O)C1c2ccccc2Oc2ccccc21)Nc1ccc2c(c1)OCO2
    3.7	-4.0	35.5	4.3	10.3	0.5	1.0	-1.2	-5.8
CN(CC(=O)Nc1ccc(F)cc1)C(=O)COC(=O)Cc1c(F)cccc1Cl
    6.1	3.4	-10.2	-5.3	8.7	2.5	1.0	-4.3	-2.9

# The line under a structure holds: PP5 inh	proCasp3 act	HCV core dimer	PP1 counter	JMJD2C inh	proCasp7 act	GRK2 inh	VLA-4 inh	Fh CTSL1 inh
COc1ccc2cc(S(=O)(=O)NCCCN3CCOCC3)ccc2c1
    2.7	22.5*	-7.8	1.9	1.3	-4.0	0.0	5.1	0.3
CCCc1c(NC(=O)Nc2ccc(F)cc2)cnn1-c1ccc(Cl)cc1
    -0.7	1.7	2.9	2.5	-1.0	3.2	1.0	-7.3	3.6
COc1ccc(CN(C)C(=O)c2ccccc2OCc2c(C)noc2C)cc1OC
    -1.4	9.7	·	0.2	2.4	-4.2	0.0	-9.3	·
Cc1ccc(O)c(CC(C)C)n1
    3.3	1.2	-8.4	3.0	2.0	0.4	0.0	-4.8	1.1
C=CCn1c(COc2ccc(F)cc2)nnc1SCC(=O)NC1CCS(=O)(=O)C1 (centres undefined)
    -0.8	2.9	0.0	-1.9	-45.2	1.1	1.0	0.0	-0.3
Cc1ccnn2cc3c(=O)n(C)c(=O)n(C)c3c12
    0.3	0.2	-11.4	-2.5	28.5	6.6	0.0	-0.3	-1.9
COc1ccc(N(CC(=O)Nc2cccc(C(F)(F)F)c2)S(C)(=O)=O)cc1
    1.3	3.0	-0.3	-2.1	-5.8	-0.4	0.0	2.2	0.5
CC(C)CN=Cc1c(O)c([N+](=O)[O-])cc2oc3c(c12)CCCC3
    1.7	-2.4	13.4	4.7	-7.1	-3.2	27.0	-217.3	1.9
CCOC(=O)N1CCC(n2c(SCC(=O)N3CCCC3)nc3ccccc3c2=O)CC1
    3.8	-0.2	6.1	1.4	-7.9	-1.9	1.0	-19.0	2.8
COc1cccc(OCC(=O)NNC(=O)C(=O)Nc2ccc(OC)cc2OC)c1
    -0.8	-5.5	-6.4	-0.6	9.8	4.1	0.0	-26.6	-10.4
COc1cccc(Nc2nnc(SCn3nnc4ccccc4c3=O)s2)c1
    2.5	-10.6	5.6	-1.8	-14.0	1.1	1.0	5.5	2.3
O=C(Nc1ccncc1)c1cc2ccccc2o1
    0.4	0.2	-1.9	0.3	-3.7	4.5	0.0	-0.8	-3.6
Cc1ccccc1NC(=O)c1ccc(-n2cncn2)nc1
    5.6	4.4	1.8	-2.6	2.9	3.7	0.0	-26.7	2.5
O=C(Nc1ccc(Br)cc1F)c1ccncc1
    -0.7	2.4	-1.2	-6.3	-23.7	4.7	0.0	2.0	-2.5
COc1ccc2oc(=O)cc(-c3cc4ccccc4o3)c2c1
    1.7	3.3	-1.7	-2.4	4.2	-3.7	0.0	-10.5	5.9

# Single records, as listed above. Order of values: PP5 inh	proCasp3 act	HCV core dimer	PP1 counter	JMJD2C inh	proCasp7 act	GRK2 inh	VLA-4 inh	Fh CTSL1 inh
# O=C(Nc1cccc(C(=O)O)c1)/C(=C\c1ccc2c(c1)OCO2)NC(=O)c1ccc(Br)cc1 in the list: -1.4	-5.7	8.0	-3.8	-23.7	5.3	2.0	2.8	-1.2
# O=C(/C=N/O)NCCCN1CCCCCC1 in the list: 0.8	6.0	-3.6	-1.7	12.4	10.1	0.0	2.2	-0.7
# CC(C)CN=Cc1c(O)c([N+](=O)[O-])cc2oc3c(c12)CCCC3 in the list: 1.7	-2.4	13.4	4.7	-7.1	-3.2	27.0	-217.3	1.9

# Continuation.
# The line under a structure holds: PP5 inh	proCasp3 act	HCV core dimer	PP1 counter	JMJD2C inh	proCasp7 act	GRK2 inh	VLA-4 inh	Fh CTSL1 inh
CCOc1ccc(NC(=O)c2ccc(F)c(S(=O)(=O)N3CCN(c4ccccn4)CC3)c2)cc1
    4.1	0.3	-5.6	1.8	-3.1	5.2	0.0	-2.2	-1.8
O=C(CCN1CCc2ccccc2CC1)c1ccc2c(c1)OCCO2
    0.8	-30.7	0.4	0.1	i	-33.2	0.0	17.6	7.2
CCCNCc1cc(OCC)c(OCC(N)=O)cc1Br
    2.6	4.8	-3.4	-2.2	2.6	-0.4	1.0	1.0	0.6
CSc1cccc(NC(N)=S)c1
    -0.3	2.9	0.2	-5.0	12.3	5.3	0.0	5.6	-1.0
CCc1nn(C(C)C(=O)NCc2cccc(OC)c2)c(=O)c2cc3occc3n12 (centres undefined)
    -1.5	-0.5	-17.3	1.3	17.8	-0.2	1.0	1.3	-1.4
NC(=S)NNc1cccc2cccnc12
    1.2	-18.1	9.6	14.8	15.1	-35.0	2.0	0.0	2.7
N#Cc1ccccc1NC(=O)COC(=O)c1ccc2c(c1)OCO2
    -1.4	-4.4	·	-2.6	-6.6	6.5	6.0	-18.9	·
COc1ccc(OCC(=O)NNC(=O)c2ccccn2)cc1
    1.4	4.2	-3.2	1.3	63.9	-3.2	2.0	-1.1	-8.4
Cc1ccc(C(=O)OCC(=O)NC2CCCC(C)C2C)cc1S(=O)(=O)N1CCCCC1 (centres undefined)
    0.2	-4.5	·	0.9	3.1	16.1	0.0	-0.2	·
O=C(CCNS(=O)(=O)c1ccccc1F)N1CCN(Cc2ccccc2)CC1
    0.8	0.2	-3.9	-2.0	-5.4	-0.1	0.0	5.6	0.8
COc1cccc(N2C(=O)CC(Sc3nc(C)cc(C)n3)C2=O)c1 (centres undefined)
    2.6	-12.3	3.6	-3.6	-27.6	-6.2	0.0	9.2	-0.1
COc1ccc(CCN(Cc2ccccn2)C(=S)Nc2ccccc2F)cc1OC
    2.5	7.5	-5.3	0.2	47.4	10.5	3.0	-11.4	1.1
COc1ccc(CNc2ccc(N3CCOCC3)cc2)cc1
    3.8	1.9	-7.5	-2.4	-8.7	-10.7	0.0	-0.1	-3.0
Cc1ccc(-n2[nH]c(C)c(C=Nc3ccc(Br)cn3)c2=O)cc1
    1.2	-4.3	-1.7	-5.4	-3.5	-6.1	1.0	-10.0	-2.8
O=C(CSc1nc2ccccc2s1)Nc1cc(S(=O)(=O)N2CCOCC2)ccc1Cl
    -0.3	-5.2	13.4	13.4	-2.6	0.2	1.0	17.4	-1.2

# The line under a structure holds: PP5 inh	proCasp3 act	HCV core dimer	PP1 counter	JMJD2C inh	proCasp7 act	GRK2 inh	VLA-4 inh	Fh CTSL1 inh
CCOc1ccc2c(c1)/C(=C(\C(Cl)=C(Cl)Cl)[N+](=O)[O-])N2
    2.7	0.9	7.7	1.8	-0.7	1.2	2.0	-51.8	-1.8
CC(C)=NOC(=O)c1ccc(-c2ccccc2)cc1
    -0.9	0.8	6.1	-3.5	12.1	-0.4	0.0	-2.0	2.8
CCc1nnc(NC(=O)C2CC(=O)N(c3ccc4c(c3)OCCO4)C2)s1 (centres undefined)
    2.3	3.7	5.8	5.8	1.2	-1.6	1.0	11.7	0.9
Cc1cc(C)cc(N(C(=O)c2csnn2)C(C(=O)NC(C)(C)C)c2ccccn2)c1 (centres undefined)
    0.9	5.2	2.7	-1.0	·	4.5	2.0	8.8	5.1
CCOc1ccc(N(CC(=O)NC2CCCC2)S(=O)(=O)c2c(C)[nH]c(=O)[nH]c2=O)cc1
    2.9	3.7	-1.6	-0.6	-9.5	9.1	1.0	-5.6	1.1
CC(C)n1c(C(=O)OCC(=O)NCc2ccc3c(c2)OCO3)cc2occc21
    -0.9	0.6	6.1	-2.9	13.8	-9.9	3.0	-7.3	6.0
COCCCNC(=O)CN(c1ccc(Cl)c(Cl)c1)S(C)(=O)=O
    0.6	-3.3	-8.4	0.2	-3.3	-1.8	3.0	7.5	-1.3
Cc1ccc(C(C)NC(=O)C2CCCC2)c(C)c1 (centres undefined)
    -3.1	-1.6	7.0	-5.4	11.3	12.2	8.0	2.1	-3.6
COc1ccc(NC(=O)/C(=C\c2ccccc2)NC(=O)c2ccco2)cc1
    1.5	-0.4	-1.0	-1.1	-0.3	0.3	0.0	-1.7	-1.0
CCCCOC(=O)C1[C@H]2C(=O)N(Cc3cccs3)C[C@]23C=C[C@H]1O3 (some centres undefined)
    -0.7	-0.6	7.3	0.0	-5.8	-8.7	0.0	4.6	13.8
O=C(CSc1ccc(-c2ccco2)nn1)NC1CCCC1
    -1.6	-0.9	-0.3	-3.6	-2.0	2.4	0.0	4.1	3.8
COCCNc1ccc(N2C(=O)C3CCCCC3C2=O)cc1[N+](=O)[O-] (centres undefined)
    2.0	1.7	0.9	-1.2	9.4	14.3	0.0	2.1	-1.2
